# Source: PubChem BioAssay
# TRPV1 agonist – HTS Assay for Compounds that Act as Agonists of the Vanilloid Receptor 1 | Transient receptor potential cation channel subfamily V member 1 (Homo sapiens), Q8NER1 | activation, % at 8.33 µM | TRPV1-expressing cells, Fluo-8 calcium influx, agonist mode | 320,000 tested, 0.19% active; in the data active = activation above about 80%; inconclusive = between about 30% and that limit; also: 0% is about no effect
# Target sequence (Q8NER1 whole entry, looked up): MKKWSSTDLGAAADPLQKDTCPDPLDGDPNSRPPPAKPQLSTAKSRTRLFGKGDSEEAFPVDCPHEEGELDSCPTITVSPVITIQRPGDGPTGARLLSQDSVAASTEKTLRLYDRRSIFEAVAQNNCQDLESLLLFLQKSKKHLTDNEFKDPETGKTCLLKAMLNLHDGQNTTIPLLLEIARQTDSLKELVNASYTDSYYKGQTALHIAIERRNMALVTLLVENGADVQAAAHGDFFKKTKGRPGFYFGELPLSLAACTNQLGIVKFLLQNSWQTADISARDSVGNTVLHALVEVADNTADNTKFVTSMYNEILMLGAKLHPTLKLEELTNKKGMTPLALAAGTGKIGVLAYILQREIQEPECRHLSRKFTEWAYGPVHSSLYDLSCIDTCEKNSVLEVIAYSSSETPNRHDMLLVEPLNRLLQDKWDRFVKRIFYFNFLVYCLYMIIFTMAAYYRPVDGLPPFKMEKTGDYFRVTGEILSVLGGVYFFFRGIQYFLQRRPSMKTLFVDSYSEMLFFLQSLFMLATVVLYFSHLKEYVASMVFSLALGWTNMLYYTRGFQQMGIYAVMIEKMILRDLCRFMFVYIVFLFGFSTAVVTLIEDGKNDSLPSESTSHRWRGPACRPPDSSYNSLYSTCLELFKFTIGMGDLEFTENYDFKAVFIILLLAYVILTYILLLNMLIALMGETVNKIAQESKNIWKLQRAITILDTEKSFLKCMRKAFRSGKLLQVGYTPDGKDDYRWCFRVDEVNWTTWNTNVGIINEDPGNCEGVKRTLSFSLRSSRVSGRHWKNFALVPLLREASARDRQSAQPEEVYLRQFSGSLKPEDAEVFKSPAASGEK
#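 Fluo-8 calcium influx in TRPV1-expressing cells, kinetic read (ex 480/em 520 nm). Compound added and read 3 min for agonist activity, followed by capsaicin at EC20 final and 2 min further read for enhancement.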
# Eya2 inh – qHTS Assay for Inhibitors of the Phosphatase Activity of Eya2; Protein phosphatase EYA2 (Homo sapiens), O00167; AID 488837, 2010; 330,000 tested, 0.006% active; recombinant Eya2, OMFP fluorescence dephosphorylation (OMFP is methylfluorescein phosphate); Potency, µM (titrated, usually from 76.9 µM), for inactives: top-dose activity, negative = inhibition, hits mostly inhibitors; also: potency is read from the fitted curve at half-maximal effect; % is scaled to controls: 0 for no effect and ±100 for the full control effect
#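 Eya2 protein (added as 0.2 uM solution) was preincubated with compound for 10 min at ambient temperature in 50 mM HEPES pH 7.5, 50 mM NaCl, 5 uM MgCl2, 0.05% BSA, 1 mM DTT. OMFP (added at 50 uM) then reacted 10 min; fluorescence read at 485/525 nm.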
# BRCA1 expr up – qHTS Assay to Identify Small Molecule Activators of BRCA1 Expression | 380,000 tested, 1.1% active | MCF7-BRCA1-FFLuc reporter, luminescence, 48 h; response scale: scaled: vehicle 0%, 10 µM genistein 100% | Potency, µM (titrated, usually from 46.1 µM), without a hit: at the top dose activation, usual class: activators; also: potency is read from the fitted curve at half-maximal effect; nearly all actives have a fitted effect of over 80% in size; some results filed as inactive show a strong effect at the top dose
#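 Compounds are tested at multiple concentrations on MCF7 BRCA1-luciferase reporter cells seeded at 2000 per well; after 48 h, a single luminescence end-point is taken and curves fitted to the normalized data.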
# uPA surface inh – qHTS for Inhibitors of Cell Surface uPA Generation; cell surface uPA generation assay, qHTS; Potency, µM (top dose mostly 38.3 µM), for the others: at the top dose activity change, negative = inhibition, actives largely listed as inhibitors; 330,000 tested, 0.31% active; active = well fitted inhibition curve with a large enough effect; inconclusive = small, poorly fitted or top-dose-only effect; inactive = no such curve, though single readings can be large or run the other way; tested in mouse RAW 264.7 cells; also: potency is read from the fitted curve at half-maximal effect; % is scaled to controls: 0 for no effect and ±100 for the full control effect; nearly all actives have a fitted effect of over 55% in size
# USP2a inh – qHTS Assay for Inhibitors of Ubiquitin-specific Protease USP2a Using CHOP2 as the Reporter; 330,000 tested, 0.01% active; AID 463254, 2010; Potency, µM (titrated, usually from 38.3 µM), without a hit: at the highest dose activity change, negative = inhibition, hits mostly inhibitors; USP2 core, Ub-CHOP2 coupled fluorogenic reporter, 485/531;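 also: potency is read from the fitted curve at half-maximal effect; plate controls were DMSO wells for no effect and full inhibition by NEM control for full effect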
#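 USP2 core (10nM final) preincubated 30min RT with compound in 20mM Tris-HCl pH 8.0, 2mM CaCl2, 2mM beta-mercaptoethanol, 0.05% CHAPS; 25nM Ub-CHOP2 plus 25nM reporter substrate added, fluorescence (Ex485/Em531) read after 60min.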
# a7 integrin act – qHTS for Activators of Integrin-Mediated Alleviation for Muscular Dystrophy; alpha7betagal myoblasts, beta-gal FDG fluorescence, 48 h; Potency, µM (series often up to 38.3 µM), inactives show top-dose activation, usual class: activators; 350,000 tested, 0.064% active; AID 624291, 2012;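 also: potency is read from the fitted curve at half-maximal effect; 100% = response of the positive control SU9516; nearly all actives have a fitted effect of over 60% in size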
#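 alpha7betagal+/- myoblasts (passage 13, 250/well) treated 48 h at 37C with compounds at 1:260 dilution of DMSO stock. Lysed, then beta-galactosidase activity read as FDG fluorescence (ex 480/em 540) after 30 min, with pre-read for autofluorescence.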
# B2AR arrestin – qHTS assay of beta-arrestin-biased ligands of beta2-adrenergic receptor; Potency, µM (top dose mostly 46.1 µM), without a hit: at the highest dose activation, most hits filed as activators; beta-arrestin recruitment to beta2AR, cell-based reporter; Beta-2 adrenergic receptor (Homo sapiens), P07550; 330,000 tested, 0.02% active;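 also: potency is read from the fitted curve at half-maximal effect; 0% = DMSO controls and full agonism = EC100 isoproterenol or metaproterenol; nearly all actives have a fitted effect of over 65% in size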
# p53 reactivator – qHTS assay for re-activators of p53 using a Luc reporter. 320,000 tested, 0.063% active. Potency, µM (highest dose often 92.2 µM), for the others: top-dose activity change, positive = activation, actives largely listed as activators. H1299 p53-A138V BP100-luciferase reporter, luminescence, 24 h; also: potency is read from the fitted curve at half-maximal effect; % of control where 0% means no effect; nearly all actives have a fitted effect of over 45% in size
#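 p53-null H1299 cells stably carrying temperature-sensitive p53-A138V and a BP100-luciferase reporter were pinned with compounds (4-point, 1:5 series) and held 24 hrs at 37 deg C. Luminescence was read 10 min after detection reagent.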
# S-ASM inh – Inhibitors of Secretory Acid Sphingomyelinase (S-ASM): qHTS; Potency, µM (top dose mostly 57.5 µM), for the others: at the highest dose activity change, negative = inhibition, hits mostly inhibitors; Sphingomyelin phosphodiesterase (Homo sapiens), P17405; 340,000 tested, 0.006% active; placental ASM, HMU-PC fluorogenic substrate, 60 min; also: potency is read from the fitted curve at half-maximal effect
#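 Fluorescence read-out (Ex 386 nm, Em 447 nm) after stopping the reaction at pH 10. Enzyme: ASM from human placenta; substrate HMU-PC0, 9 uM final; 60 min, 37 °C. Compound preincubation 10 min, ambient temperature.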
# TSG101-PTAP inh – qHTS Assay for Iinhibitors of HIV-1 Budding by Blocking the Interaction of PTAP/TSG101. Potency, µM (titrated, usually from 115 µM), for the others: at the highest dose activity change, negative = inhibition, hits mostly inhibitors. Fluorescence polarization, FITC-PTAP peptide / Tsg101 binding. 340,000 tested, under 10 active. AID 493005, 2010; active = well fitted inhibition curve with a large enough effect in the main read-out, with a control signal flat, not every such curve was filed as active; inconclusive = small, poorly fitted or top-dose-only effect, or effect the other way, or a change in a side signal; inactive = no such curve, though single readings can be large or run the other way; also: potency is read from the fitted curve at half-maximal effect; % of control where 0% means no effect
#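 Tsg101 binding domain (10 uM final) was mixed with compound and a FITC-labeled PTAP peptide (50 nM final) in HEPES pH 7.5 buffer with NaCl, Tween 20, EDTA and TCEP; fluorescence polarization was read after 20 min at r.t.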
# ELG1 genotoxic – qHTS screen for small molecules that induce genotoxicity in human embryonic kidney (HEK293T) cells expressing luciferase-tagged ELG1. HEK293T ELG1-luciferase reporter, luminescence, 16 h. Potency, µM (top dose mostly 46 µM), for the others: at the highest dose activity change, positive = activation, usual class: activators. 330,000 tested, 1.3% active; also: potency is read from the fitted curve at half-maximal effect; % of control where 0% means no effect; nearly all actives have a fitted effect of over 60% in size
#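 Genotoxicity was scored as increased ELG1-luciferase reporter signal, measured by ONE-Glo luminescence (30 min, room temperature). Compound or vehicle exposure of the HEK293T reporter cells lasted 16 hr at 37°C.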
# The depositor's hits bear a star; ? = inconclusive; . = no result given; [ ] = remark or other dose. Unless noted, calls follow the shape of the dose curve; as a rule, active = well fitted curve in the direction sought with a large enough effect; inconclusive = small, poorly fitted or top-dose-only effect, or another doubt; inactive = no such curve, though single readings can be large; an effect the other way counts as inactive or inconclusive. The order is random; 2.6% or so of the library scored in one or more.
SMILES,TRPV1 agonist,Eya2 inh,BRCA1 expr up,uPA surface inh,USP2a inh,a7 integrin act,B2AR arrestin,p53 reactivator,S-ASM inh,TSG101-PTAP inh,ELG1 genotoxic
Cc1ccc(S(=O)(=O)N2CCC(C(=O)NCCCn3ccnc3)CC2)cc1,0.5,-4.5%,-7.6%,2.5%,-1.0%,-5.0%,-0.3%,18.9%,.,-3.4%,1.5%
COc1ccc2c(c1)CCc1c(C(=O)NCc3cccnc3)noc1-2,0.5,2.9%,77.5%,-0.5%,-0.2%,10.1%,-0.2%,?,-2.8%,-3.6%,20.6µM*
COCc1[nH]nc2c1C1(CCSCC1)C(C#N)=C(N)O2,-3.8,6.2%,8.5%,-0.2%,0.3%,-12.6%,-0.2%,-11.5%,5.9%,-1.1%,-3.8%
O=C1CCCc2ccccc2N1Cc1ccc(F)cc1,1.7,0.4%,-15.7%,37.6%[activator],0.3%,4.4%,-0.3%,5.2%,-1.3%,1.0%,-2.1%
COc1ccc(Nc2c3c(nc4ccccc24)CCC3)cc1,14.7,-3.1%,-74.9%,1.2%,0.0%,-19.8%,3.4%,-6.5%,-2.3%,1.7%,-7.7%
CN(CC(=O)Nc1ccc(F)c(F)c1F)C(=O)C1CCCC1,6.1,9.8%,1.8%,0.1%,4.1%,-9.9%,3.4%,-3.3%,2.4%,0.3%,-0.1%
O=C(c1cccc(C(=O)N2CCN(c3ccccc3F)CC2)c1)N1CCN(c2ccccc2F)CC1,-3.7,14.6%,3.1%,4.7%,2.8%,3.6%,-0.1%,-2.3%,4.5%,-1.6%,-19.3%
COCCNC(=S)N1CCN(c2nc(-c3cccc(OC)c3)cs2)CC1,?,?,-26.0%,3.5%,-0.6%,0.9%,-0.1%,.,-4.0%,-5.4%,-3.8%
COc1ccc(-c2cc(-c3ccc(OC)cc3)[nH]n2)cc1,0.5,19.2%[15.4 µM],?,2.4%,3.5%,20.0%,0.3%,?,2.8%,-2.1%,?
O=C(COc1ccc(Cl)cc1)Nc1ccccc1CO,?,4.9%,23.1%,5.8%,2.1%,16.5%,-0.5%,?,1.0%,-0.7%,?
O=C(Nc1nc(-c2ccc(F)c(F)c2)cs1)Nc1ccc(F)cc1F,?,-4.8%,-48.1%,-0.8%,-0.1%,-33.3%[inhibitor],-0.3%,1.5%,-1.5%,-9.3%,?
O=C(N/N=C/c1ccccc1[N+](=O)[O-])c1ccc(COc2ccccc2-c2ccccc2)cc1,4.5,-4.1%,-24.2%,-1.9%,1.6%,9.6%,-0.9%,-3.6%,-6.2%,-7.4%,-2.6%
Cc1cc2c(cc1C)N(C(=O)CSC1=NCCS1)C(C)(C)c1ssc(=S)c1-2,13.1,-0.7%,-55.1%,7.2%,0.3%,-33.6%,-0.1%,-11.2%,-17.9%,.,13.0%
N#CC1=C(N)Oc2n[nH]c(-c3ccccc3)c2C1c1cccc(OC(=O)N2CCOCC2)c1 (configuration not stated),-4.5,2.3%,-17.5%,3.2%,1.5%,12.4%,-1.2%,9.8%,1.2%,0.7%,0.9%
CCCN(CC(=O)Nc1ccc(F)c(F)c1F)CC(=O)Nc1c(C)n(C)n(-c2ccccc2)c1=O,0.8,1.4%,-0.2%,2.3%,1.7%,-25.6%,-0.2%,-6.6%,-0.2%,-1.3%,1.1%
CC(C)NC(=O)CN(C)S(=O)(=O)c1ccc(F)cc1,1.0,-13.9%,10.9%,-0.3%,1.0%,21.8%,0.0%,-18.0%,1.5%,-2.6%,2.1%
COCC(C)OC(=O)c1c(N)n(-c2ccc(OC)c(OC)c2)c2nc3ccccc3nc12 (configuration not stated),.,2.1%,-3.1%,14.2%,1.5%,22.5%,-0.8%,1.6%,241.4%[activator],3.1%,12.9%
COc1ccc(COC(=O)C2=C(C)NC(=O)NC2c2ccccc2)cc1 (configuration not stated),1.4,5.0%,-19.0%,0.1%,-0.8%,3.3%,-0.3%,.,0.1%,-1.0%,-9.5%
O=C(O)c1c2c(nc3ccccc13)/C(=C/c1ccc(O)cc1)CC2,1.4,7.2%,-49.6%,?,3.2%,7.8%,0.2%,6.5%,54.4%[activator],4.9%,-3.9%
O=c1[nH]c(C2CCN(S(=O)(=O)/C=C/c3ccccc3)CC2)nc2c1nnn2Cc1ccc(F)cc1,-2.4,1.0%,-61.4%,-12.3%,-0.2%,-3.6%,0.3%,0.4%,8.0%,-1.9%,-3.6%
NC(=O)c1cc([N+](=O)[O-])ccc1NCc1cccc([N+](=O)[O-])c1,-2.1,-11.3%,2.8%,-1.1%,0.9%,12.1%,-2.5%,-6.4%,-1.1%,1.5%,7.0%
CCN(C(=O)COC(=O)c1ccc(-n2c(C)ccc2C)cc1)c1c(N)n(Cc2ccccc2)c(=O)[nH]c1=O,.,.,-11.8%,-4.6%,.,-17.1%,.,.,-4.1%,2.2%,.
Nc1cccc(Oc2ccc([N+](=O)[O-])cc2)c1,0.4,-5.0%,18.1%,14.3%,-1.1%,-40.7%,-0.2%,-1.9%,1.3%,-1.1%,7.0%
Cc1cc(C)c(C#N)c(N2CCN(c3ccccc3)CC2)n1,?,3.8%,-27.9%,-0.6%,-0.8%,25.7%,-0.2%,-5.6%,-5.5%,0.1%,-3.0%
CC(C)NS(=O)(=O)c1ccc(OCC(=O)Nc2cccc3ccccc23)cc1,-0.4,-9.4%,-11.3%,.,-1.0%,-14.7%,0.0%,-0.3%,3.5%,-8.9%,-4.1%

# Carrying on:
SMILES,TRPV1 agonist,Eya2 inh,BRCA1 expr up,uPA surface inh,USP2a inh,a7 integrin act,B2AR arrestin,p53 reactivator,S-ASM inh,TSG101-PTAP inh,ELG1 genotoxic
CCOC(=O)c1cc(-c2ccccc2)sc1NC(=O)CSc1nnnn1C,11.7,-4.9%,-4.9%,.,2.5%,-16.3%,0.3%,7.8%,-2.1%,-1.2%,-2.1%
CC(=O)N1CCSc2ccc(S(=O)(=O)NCCc3ccc(Cl)cc3)cc21,19.9,-6.9%,-13.8%,-1.6%,3.0%,7.5%,0.4%,-4.5%,-1.1%,-4.4%,-6.9%
O=C(O)C=C(Br)Br,-0.2,13.0%,-3.2%,5.6%,2.0%,21.0%,-0.3%,10.1%,0.8%,-3.4%,-3.1%
COc1ccc2oc(=O)cc(CN3CCN(Cc4ccc(OC)c(OC)c4OC)CC3)c2c1,4.1,2.0%,-7.2%,2.4%,-1.4%,-17.1%,-0.1%,-3.9%,3.4%,-2.2%,-3.5%
Oc1ccc(-c2csc(-c3c[nH]c4ccccc34)n2)c(O)c1,0.3,0.9%,-48.0%,-6.4%,-0.4%,-6.2%,0.1%,?,-16.0%,0.0%,?
O=C(COC(=O)c1cc(=O)[nH]c2ccccc12)Nc1ccc(Cl)c(S(=O)(=O)N2CCOCC2)c1,.,.,-2.0%,4.7%,.,-11.9%,.,.,-7.7%,-4.8%,.
CCCc1cc(=O)oc2cc(OCC(=O)Nc3cc(C)on3)ccc12,4.2,11.8%,-6.9%,-0.3%,-0.3%,-10.6%,-0.3%,7.1%,122.6%[activator],-3.3%,0.8%
CC1(C)CC(=O)C=C(NCCc2ccccc2)C1,7.5,-6.7%,10.8%,0.3%,-6.4%,15.6%,3.0%,.,1.6%,-3.0%,-5.3%
COc1ccc(NC(=O)CSc2ccc(NC(C)=O)cc2)cc1S(=O)(=O)N1CCCCC1,4.3,-1.9%,-3.3%,2.4%,2.9%,-11.4%,-3.2%,-3.9%,0.7%,0.5%,-1.5%
CCC(C)NC(=O)C1CCCN(S(=O)(=O)c2ccc3c(c2)CC(C)N3C(=O)C2CC2)C1 (configuration not stated),0.4,-3.0%,6.9%,12.8%,2.8%,3.6%,-0.3%,.,-2.4%,0.0%,1.3%
